# GluA2 TARP mod = GluA2-stargazin AMPA receptor complex modulation; AID 1259245; 3.5% of 40,000 active; calls only at 30 µM; HEK293 GluA2+stargazin, membrane potential dye (FDSS), glutamate EC50; hits were called plate by plate, in both directions;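 active = any of four per-well response measures lying three or more SD from its plate-wide compound average, in either direction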
# Target sequence (O88602 whole entry, looked up): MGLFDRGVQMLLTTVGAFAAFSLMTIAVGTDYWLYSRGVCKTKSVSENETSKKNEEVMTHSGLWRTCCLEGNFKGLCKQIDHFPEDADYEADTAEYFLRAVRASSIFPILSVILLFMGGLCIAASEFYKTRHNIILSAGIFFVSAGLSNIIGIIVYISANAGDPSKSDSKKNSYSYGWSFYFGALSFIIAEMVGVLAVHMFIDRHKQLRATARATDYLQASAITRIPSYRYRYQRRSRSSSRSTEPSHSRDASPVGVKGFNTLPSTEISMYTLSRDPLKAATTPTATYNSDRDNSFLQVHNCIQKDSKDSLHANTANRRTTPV
# Target sequence (P19491 whole entry, looked up): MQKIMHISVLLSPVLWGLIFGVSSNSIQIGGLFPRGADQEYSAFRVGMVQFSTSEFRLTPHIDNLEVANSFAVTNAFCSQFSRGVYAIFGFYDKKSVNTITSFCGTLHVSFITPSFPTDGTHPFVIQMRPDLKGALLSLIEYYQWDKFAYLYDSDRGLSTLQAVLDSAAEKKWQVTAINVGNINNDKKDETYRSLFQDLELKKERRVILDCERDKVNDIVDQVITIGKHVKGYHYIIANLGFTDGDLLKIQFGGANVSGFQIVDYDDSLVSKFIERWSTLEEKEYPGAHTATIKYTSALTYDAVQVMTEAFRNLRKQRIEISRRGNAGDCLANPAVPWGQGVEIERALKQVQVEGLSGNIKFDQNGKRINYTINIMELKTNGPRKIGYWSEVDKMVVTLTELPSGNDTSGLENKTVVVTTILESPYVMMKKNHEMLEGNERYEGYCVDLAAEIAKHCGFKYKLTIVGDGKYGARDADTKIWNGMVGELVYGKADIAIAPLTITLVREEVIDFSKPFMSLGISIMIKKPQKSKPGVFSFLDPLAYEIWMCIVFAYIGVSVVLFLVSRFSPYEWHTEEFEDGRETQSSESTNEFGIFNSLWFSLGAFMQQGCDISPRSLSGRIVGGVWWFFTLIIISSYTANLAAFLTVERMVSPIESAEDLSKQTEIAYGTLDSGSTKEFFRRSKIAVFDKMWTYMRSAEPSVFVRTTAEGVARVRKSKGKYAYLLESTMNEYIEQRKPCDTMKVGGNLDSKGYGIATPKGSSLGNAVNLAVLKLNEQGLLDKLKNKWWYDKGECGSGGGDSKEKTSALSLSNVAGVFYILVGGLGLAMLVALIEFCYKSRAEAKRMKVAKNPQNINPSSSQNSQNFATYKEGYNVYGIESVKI
# GluA2 TARP mod agonism max-min = also measured in GluA2 TARP mod; calls as there; compound max-min signal; compound-alone response (agonism);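 unitless range of fluorescence divided by baseline over first 100 seconds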
# GluA2 TARP mod glutamate slope = further read-out of GluA2 TARP mod, marked with its call; glutamate slope, % of max; measured here: glutamate response slope, % max;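 scaled per plate between vehicle wells and maximal 1 mM glutamate control wells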
# * marks the source's active call; other numbers are inactive results; i = inactive; + = active, no number; ! = not active in a repeat.
SMILES,GluA2 TARP mod,GluA2 TARP mod agonism max-min,GluA2 TARP mod glutamate slope
COc1ccccc1NS(=O)(=O)c1ccc(OC)c(N(C)S(C)(=O)=O)c1,i,0.0911,47.4
Cc1cc(C)n(-c2ccc(N3CCC(C(=O)Nc4cnc5ccccc5c4)CC3)nn2)n1,i,0.0646,57.5
CCOC(=O)N1CCN(C(=O)Cn2cnc(-c3ccccc3)cc2=O)CC1,i,0.0623,48.0
Cc1cc(=O)[nH]c(-n2nc(C)c(CCC(=O)Nc3ccc(F)c(Cl)c3)c2C)n1,i,0.122,63.4
COc1ccc(OC)c(S(=O)(=O)Nc2ccc3c(c2)N(S(C)(=O)=O)CCC3)c1,i,0.0398,45.4
CS(=O)(=O)N1CCCc2cc(NC(=O)c3ccc([N+](=O)[O-])cc3)ccc21,i,0.0515,41.8
COc1ccc(OC)c(S(=O)(=O)Nc2ccc(N3CCCCC3=O)c(OC)c2)c1,i,0.0601,48.7
COC(=O)CN(c1ccc2c(c1)OCCO2)S(=O)(=O)c1ccc2nncn2c1,i,0.0964,44.8
COc1ccc(-c2c(C)oc3c4c(ccc3c2=O)OCN(CCCO)C4)cc1,i,0.124,54.7
O=C(Nc1cnc2sccn2c1=O)c1ccc(F)cc1,i,0.143,60.6
CSc1ccccc1CN1CCC(CNC(=O)c2ccco2)CC1,i,0.0408,33.0
Cc1cc(C)n(CCNC(=O)CN2C(=O)CCC2=O)n1,i,0.122,46.5
Cn1cccc1C(O)CNS(=O)(=O)c1ccc2c(c1)OCCO2 (stereo not drawn),i,0.0984,59.7
Cn1c(=O)[nH]c(=O)c2c1nc(N1CCOCC1)n2Cc1ccccc1,i,0.0827,63.8
COCCN(CCOC)S(=O)(=O)c1ccc(C(=O)Nc2ccc3ncsc3c2)cc1,i,0.0767,54.8
CCNC(=O)c1nsc(C(=O)NCc2ccc(F)cc2F)c1N,i,0.147,38.7
COc1ccc(OC)c(S(=O)(=O)NCC(c2ccco2)N(C)C)c1 (stereo not drawn),i,0.0912,59.0
Cn1cc(C(=O)N2CCOCC2)cc(NC(=O)c2ccc(F)c(F)c2)c1=O,i,0.0844,58.4
COc1ccc(-c2ccc(OCCNS(=O)(=O)c3ccccc3F)nn2)cc1,i,0.0366,54.0
O=C(NCc1cccs1)NC1CCCC(O)C1 (stereo not drawn),i,0.155,52.7
COc1ccc(S(=O)(=O)N2CCN(c3ccc(C)cc3C)CC2)cc1C,i,0.0744,61.0
CCOCCn1c(=O)c2c(nc3n2CC(C)CN3c2ccc(Br)cc2)n(C)c1=O (stereo not drawn),i,0.102,62.1
COc1ccc(NC(=O)CSc2nnc(-c3ccco3)n2N)cc1OC,i,0.0544,36.5
CCOc1ccccc1NC(=O)C(=O)NCC1CCN(C(C)C)CC1,i,0.0539,60.6
COc1ccc(NC(=O)CSc2nccn(-c3ccc(F)cc3)c2=O)cc1Cl,i,0.04,52.8
NC(=O)C1CCN(S(=O)(=O)CCCOc2ccc3c(c2)OCO3)CC1,i,0.0696,58.1
COc1cccc(CNC(=O)C(=O)Nc2ccc3c(c2)N(C(=O)C(C)C)CCC3)c1,+,0.0584*,51.0*
COC(=O)c1c(NC(C)c2cccc(OC)c2)c2cccc(Cl)c2[nH]c1=O (stereo not drawn),i,0.0431,50.0
Cn1nnc2c(=O)n(CC(=O)N3CCN(c4ccccc4)CC3)cnc21,i,0.084,49.6
CC(C)(C)C(=O)N1CCCC(c2nnc(Cc3ccc(F)cc3)o2)C1 (stereo not drawn),i,0.137,40.0
CCn1c(C2CC(=O)N(Cc3ccc(F)cc3)C2)nc2ccccc21 (stereo not drawn),i,0.0844,53.7
COc1cccc(-n2nnc3c(N4CCN(C(=O)c5ccccc5Br)CC4)ncnc32)c1,i,0.0683,52.6
CC12CC(NC(=O)N1c1cccc(C(=O)NCc3ccccc3)c1)c1ccccc1O2 (stereo not drawn),i,0.122,66.3
CC1CC[N+](C)(CC(O)COc2ccc(C34CC5CC(CC(C5)C3)C4)cc2)CC1 (stereo not drawn),i,0.0872,55.2
CCOc1ccc(-c2cc(=O)n(CCCC(=O)N3CCN(S(C)(=O)=O)CC3)cn2)cc1,i,0.0967,54.5
Cc1cc(S(=O)(=O)NCC2CCS(=O)(=O)C2)c(Cl)cc1Cl (stereo not drawn),i,0.0966,70.5
O=S(=O)(CCCOc1ccc2c(c1)OCO2)NC1CCCCC1,i,0.094,63.6
O=C(c1cccc([N+](=O)[O-])c1)N(CCN1CCOCC1)c1nc2ccc(F)cc2s1,i,0.0526,61.3
CC(C)CCNC(=O)/C(C#N)=C1\N=C(NC(=O)c2cccnc2)c2ccccc21,i,0.146,53.6
COc1ccccc1NC(=O)NCCCn1nc(-c2ccco2)ccc1=O,i,0.0764,56.7
COc1ccc(SCC(=O)N(Cc2ccco2)c2nc3ccc(OC)cc3s2)cc1,i,0.062,64.4
COc1ccc(OCC(O)CNC(C)(C)C)c(C(C)(C)C)c1 (stereo not drawn),i,0.0768,62.0
O=C(CCc1csc(NC(=O)c2ccc(F)cc2)n1)Nc1ccc(F)c(Cl)c1,i,0.145,53.4
COCC(=O)Nc1ccc(CC(=O)NC2CC2)cc1,i,0.0959,44.1
Cc1ccc(/C=C/S(=O)(=O)N2CC3CC2C(=O)O3)cc1 (stereo not drawn),i,0.143,85.5
Cc1ccc(S(=O)(=O)Nc2ccccc2C(=O)Nc2cccc3c2C(=O)N(C)C3=O)cc1,i,0.12,56.9
COc1ccc(OC)c(S(=O)(=O)NCC(c2cccs2)N2CCOCC2)c1 (stereo not drawn),i,0.0933,69.7
Cc1cc(CN2CCC(CNC(=O)C(=O)Nc3cccnc3)CC2)c(C)o1,i,0.082,61.7
C=CCc1ccccc1OCC(O)CNCCO (stereo not drawn),i,0.0957,49.1
CCOc1ccc(C2NC(=O)NC(CS(=O)(=O)c3ccc(OC)cc3)=C2C(=O)OC)cc1 (stereo not drawn),i,0.0744,53.0
COc1cccc(-c2noc(CSc3nc(-c4ccccc4)cc(=O)[nH]3)n2)c1OC,i,0.0724,43.7
CCSc1ccccc1C(=O)Nc1ccc2c(c1)OCC(C)(C)C(=O)N2CC,i,0.0614,65.0
O=C(NCC(O)Cc1ccccc1)c1ccccc1C(F)(F)F (stereo not drawn),i,0.0927,78.8
COc1nn(C)cc1C(=O)NCC1CCN(S(=O)(=O)C2CC2)CC1,i,0.0624,53.9
O=C(NS(=O)(=O)c1ccccc1)c1cccc(Br)c1,i,0.0762,23.1
COc1ccc(OC)c(Nc2nc(CC(=O)Nc3ccc4c(c3)OCCO4)cs2)c1,i,0.183,86.4
Cc1ccc(C(=O)Nc2nnc(-c3ccc(C)c(C)c3)o2)cc1C,i,0.0455,44.2
COc1ccc(CCC(=O)NCCS(=O)(=O)N2CCc3ccccc3C2)cc1,i,0.0998,58.0
COc1cccc(C(=O)NCC(c2ccco2)N(C)C)c1OC (stereo not drawn),i,0.11,41.7
CCCc1ccc(C(=O)NCC(O)(c2ccccc2)C(F)(F)F)cc1 (stereo not drawn),i,0.146,44.1

# The listing continues.
SMILES,GluA2 TARP mod,GluA2 TARP mod agonism max-min,GluA2 TARP mod glutamate slope
COc1cc(N2CCN(S(C)(=O)=O)CC2)nc(OC)n1,i,0.126,55.3
CC(C)c1nc2ccccc2n1Cc1ccc(F)cc1,i,0.165,69.4
Cc1onc(-c2ccccc2Cl)c1C(=O)Nc1ccc(CC(=O)N(C)C)cc1,i,0.0593,35.2
COCCn1c(=O)c2c(nc3n(-c4cc(C)ccc4C)c(C)c(C)n23)n(C)c1=O,i,0.0484,34.3
Cc1ccc(NC(=O)c2ccc(=O)n(CC(=O)NCc3ccccc3)n2)cc1,i,0.0285,38.5
CCOc1nn(CC)cc1-c1nnc(SCC(=O)Nc2c(C)cc(C)cc2C)n1C,i,0.0541,34.6
CN1CC(c2nc3ccccc3n2CCOc2ccccc2)CC1=O (stereo not drawn),i,0.055,58.2
COC(=O)NCC1CCN(C(=O)NC(C)(C)C)CC1,i,0.113,58.6
CCN(C(=O)Cn1c(C(C)NC(=O)c2ccco2)nc2ccccc21)c1ccccc1 (stereo not drawn),i,0.0837,53.4
Cc1cccc(CC(=O)NCC(O)Cc2ccccc2)c1 (stereo not drawn),i,0.135,82.0
CC(C)Cc1cnc2c(c1SCCC1OCCO1)c(=O)n(C)c(=O)n2C,i,0.109,46.5
COc1ccc(-c2cc(=O)n(CC(=O)N(C)C3CCCCC3)cn2)cc1,i,0.0761,43.4
CCCNC(=O)Cn1nc2c(c1NC(=O)CCc1ccc(OC)cc1)CSC2,+,0.0894*,63.0*
O=C(c1ccccc1)N1CCN(c2nccn2-c2ccccc2F)CC1,i,0.0321,23.2
COc1ccc(CCNS(=O)(=O)CCCOc2ccc3c(c2)OCO3)cc1,i,0.0859,67.8
COc1ccc(-c2cc(CC(=O)Nc3ccccc3F)no2)cc1,i,0.0496,39.9
O=C(CN1C(=O)c2ccccc2S1(=O)=O)Nc1ccccc1S,i,0.11,62.1
CCc1ccc(Oc2cc(N3CCC(C(=O)NC(C)c4ccc(OC)c(OC)c4)CC3)ncn2)cc1 (stereo not drawn),i,0.102,54.5
CC(CCc1ccccc1)NC(=O)C1CN(C(=O)c2cccs2)C1 (stereo not drawn),i,0.0336,56.6
Cc1cc(NC(=O)C(=O)NCC(c2ccco2)N(C)C)no1 (stereo not drawn),i,0.0828,89.9
CNC(=O)C1Cc2ccccc2N1S(=O)(=O)c1ccc(C)cc1C (stereo not drawn),i,0.044,43.4
CCc1nn2c(NCCOCCO)cc(C)nc2c1-c1ccccc1,i,0.169,56.0
CN1CCC(CNC(=O)C(=O)Nc2ccc(F)cc2F)CC1,i,0.0664,51.6
CCOC(=O)c1ccc(NC(=O)Cn2nc(SC)c(S(=O)(=O)c3ccc(C)cc3)c2N)cc1,i,0.114,45.5
COc1cc(NC(=O)c2ccc(C(C)(C)C)cc2)ccc1NC(=O)C(C)C,i,0.0642,28.8
COc1ccc2nc(NC(=O)C3CCCCN3S(C)(=O)=O)sc2c1 (stereo not drawn),i,0.0637,29.5
CN(Cc1ccco1)S(=O)(=O)c1ccc(C(=O)Nc2nc(C(C)(C)C)cs2)cc1,i,0.0657,61.4
Cc1ccc(NC(=O)C2CCC(C)(C(=O)O)C2(C)C)cc1C (stereo not drawn),i,0.115,63.2
COc1cccc(NC(=O)NCC(c2ccco2)N2CCc3ccccc3C2)c1OC (stereo not drawn),i,0.0842,41.7
O=C(Nc1cc(-c2ccco2)nn1CCO)C1(c2ccccc2)CCOCC1,i,0.1,48.9
Cc1cc(C)cc(Nc2nc(NC3CCCCC3)nc(N3CCOCC3)n2)c1,i,0.0551,72.7
CNc1nn(CC(=O)Nc2cc(Cl)ccc2OC)c(N)c1-c1nc(-c2ccc(C)cc2)no1,i,0.141,52.6
CC(C)NC(=O)c1nnn(-c2ccc(Cl)cc2)c1C(C)C,i,0.127,48.0
CC1CN(C2CCCCC2)c2nc3c(c(=O)n(CC(=O)OCc4ccccc4)c(=O)n3C)n2C1 (stereo not drawn),i,0.0701,69.2
COc1ccc(OCCCN2C(=O)C3(OCCCO3)c3cccc(C)c32)cc1,+!,0.0377*!,154.1*!
COc1ccc(CNC(=O)CC2CCCCN2S(=O)(=O)c2ccccc2)cc1 (stereo not drawn),i,0.0433,61.2
CN1CCc2c(sc(NC(=O)c3ccc(N(C)C)cc3)c2-c2nc3ccccc3s2)C1,i,0.125,50.8
COc1cccc(C(=O)NCCCn2nc(-c3ccco3)ccc2=O)c1OC,i,0.0725,64.5
CCCOc1ccc(S(=O)(=O)NCC2CCN(CCOC)CC2)cc1,i,0.0419,55.5
Cc1cc(C)c(S(=O)(=O)N(C)CCCC(=O)O)cc1N(C)S(=O)(=O)c1ccccc1,i,0.0882,57.7

# 14 entries from above, tab-delimited.
smiles	GluA2 TARP mod	GluA2 TARP mod agonism max-min	GluA2 TARP mod glutamate slope
CN(Cc1ccco1)S(=O)(=O)c1ccc(C(=O)Nc2nc(C(C)(C)C)cs2)cc1	i	0.0657	61.4
Cc1ccc(NC(=O)C2CCC(C)(C(=O)O)C2(C)C)cc1C (stereo not drawn)	i	0.115	63.2
COc1cccc(NC(=O)NCC(c2ccco2)N2CCc3ccccc3C2)c1OC (stereo not drawn)	i	0.0842	41.7
O=C(Nc1cc(-c2ccco2)nn1CCO)C1(c2ccccc2)CCOCC1	i	0.1	48.9
Cc1cc(C)cc(Nc2nc(NC3CCCCC3)nc(N3CCOCC3)n2)c1	i	0.0551	72.7
CNc1nn(CC(=O)Nc2cc(Cl)ccc2OC)c(N)c1-c1nc(-c2ccc(C)cc2)no1	i	0.141	52.6
CC(C)NC(=O)c1nnn(-c2ccc(Cl)cc2)c1C(C)C	i	0.127	48.0
CC1CN(C2CCCCC2)c2nc3c(c(=O)n(CC(=O)OCc4ccccc4)c(=O)n3C)n2C1 (stereo not drawn)	i	0.0701	69.2
COc1ccc(OCCCN2C(=O)C3(OCCCO3)c3cccc(C)c32)cc1	+!	0.0377*!	154.1*!
COc1ccc(CNC(=O)CC2CCCCN2S(=O)(=O)c2ccccc2)cc1 (stereo not drawn)	i	0.0433	61.2
CN1CCc2c(sc(NC(=O)c3ccc(N(C)C)cc3)c2-c2nc3ccccc3s2)C1	i	0.125	50.8
COc1cccc(C(=O)NCCCn2nc(-c3ccco3)ccc2=O)c1OC	i	0.0725	64.5
CCCOc1ccc(S(=O)(=O)NCC2CCN(CCOC)CC2)cc1	i	0.0419	55.5
Cc1cc(C)c(S(=O)(=O)N(C)CCCC(=O)O)cc1N(C)S(=O)(=O)c1ccccc1	i	0.0882	57.7

# Next entries.
SMILES,GluA2 TARP mod,GluA2 TARP mod agonism max-min,GluA2 TARP mod glutamate slope
CCCn1c(=O)c2c(nc3n(-c4ccc(OC)cc4OC)c(-c4ccccc4)cn23)n(C)c1=O,i,0.113,71.4
C=C(C)Cn1c(=O)c2c(nc3n2CCN3c2ccc(OC)cc2OC)n(C)c1=O,i,0.115,73.1
Cc1nnc(NC(=O)CSc2ccc(NC(=O)c3ccco3)nn2)s1,i,0.0685,42.7
COc1ccc(NC(=O)CSc2nc3ccccc3c(=O)n2-c2ccc(C)cc2)c(OC)c1,i,0.0379,50.0

# Not all compounds are listed; rates above refer to the full screens.
